Abeta yeast res: qHTS for compounds that reverse cellular toxicity of Amyloid beta (A-beta) peptide in yeast: Primary Screen; yeast expressing A-beta42, growth rescue, OD600, 48 h; response scale: 0% DMSO, 100% iron-clioquinol control; Potency, µM (highest dose often 46.1 µM), without a hit: top-dose growth rescue, actives largely listed as activators; actives 0.063% (n = 410,000); AID 1347071, 2019; also: nearly all actives have a fitted effect of over 55% in size
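Growth rescue measured by 600 nm absorbance after 48 h yeast culture at 30 C with compound. Values normalized between DMSO and an equimolar ferric chloride plus clioquinol control.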
FUS yeast rescue: qHTS for Suppressors of FUS Proteinopathy: Primary screen using FUS-linked yeast assay | S. cerevisiae FUS-expressing, growth rescue, OD600, 24 h | Potency, µM (top dose mostly 76.6 µM), for inactives: top-dose growth rescue (activation), most hits filed as activators | actives 0.24% (n = 390,000) | AID 1347120, 2019;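 also: plate controls were DMSO vehicle for no effect and reference control for full effect; nearly all actives have a fitted effect of over 55% in size; some results filed as inactive show a strong effect at the top dose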
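Yeast FUS proteinopathy model; galactose-induced FUS (2%), starting OD 0.005. Cpds in dilution series, 24hr, 30C, 99% humidity. Abs 600 nm growth. Pos ctrl CP55940 (top 92uM final); neg ctrl DMSO.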
* = called active by the depositor; ? = inconclusive; [ ] = dose if it differs, or a comment. Calls follow the shape of the dose curve; as a rule, active = well fitted activation curve with a large enough effect; inconclusive = small, poorly fitted or top-dose-only effect; inactive = no such curve, though single readings can be large or run the other way. Potency is read from the fitted curve at half-maximal effect.

SMILES	Abeta yeast res	FUS yeast rescue
CC(C)(C)c1ccccc1NC(=O)c1cnn2c(C(F)F)cc(-c3ccccc3)nc12	-1%	2%
CCOc1ccccc1Nc1ncnc2c1cnn2-c1ccc(C)cc1	-15%	-22%
Fc1ccc(CSc2nc(NCc3ccccc3)c3ccccc3n2)cc1	0%	14%
COc1cc(-c2ccno2)ccc1S(=O)(=O)N1CCN(c2cccc(Cl)c2)CC1	0%	32%
CC(CCc1ccccc1)NC(=O)CSc1n[nH]c(-c2ccccc2)n1 (centres undefined)	0%	3%
COc1ccc(S(=O)(=O)NCCS(=O)(=O)N2CCN(c3ccccc3F)CC2)cc1	-20%	38%
O=c1oc2ccc3ccccc3c2cc1-c1nnc(Nc2cccc(C(F)(F)F)c2)s1	-11%	-11%
COC(=O)c1cc(Cl)ccc1NC(=O)Cn1c(C)cc(C)c(C#N)c1=O	0%	-3%
COc1cccc([C@@H]2Nc3ccc(C(=O)O)cc3[C@@H]3C=CC[C@@H]32)c1OC	-4%	?
CCC(C(=O)OC)n1cnc2c(cnn2-c2ccc(F)cc2)c1=O (centres undefined)	-13%	-9%

Reformatted: results already given.
Sequence of screens: Abeta yeast res | FUS yeast rescue
CC(C)(C)c1ccccc1NC(=O)c1cnn2c(C(F)F)cc(-c3ccccc3)nc12
  -1% | 2%
CCOc1ccccc1Nc1ncnc2c1cnn2-c1ccc(C)cc1
  -15% | -22%
Fc1ccc(CSc2nc(NCc3ccccc3)c3ccccc3n2)cc1
  0% | 14%
COc1cc(-c2ccno2)ccc1S(=O)(=O)N1CCN(c2cccc(Cl)c2)CC1
  0% | 32%
CC(CCc1ccccc1)NC(=O)CSc1n[nH]c(-c2ccccc2)n1 (centres undefined)
  0% | 3%
COc1ccc(S(=O)(=O)NCCS(=O)(=O)N2CCN(c3ccccc3F)CC2)cc1
  -20% | 38%
O=c1oc2ccc3ccccc3c2cc1-c1nnc(Nc2cccc(C(F)(F)F)c2)s1
  -11% | -11%

(listing goes on)
SMILES	Abeta yeast res	FUS yeast rescue
Cc1ccc(NC(=O)/C(C#N)=C/c2cc(C)n(-c3ccc(F)cc3)c2C)cc1C	-6%	-1%
O=C(Cn1cc(SCc2cccc(F)c2)c2ccccc21)N1CCOCC1	8%	42%
CC(=O)N1c2c(cc(Br)cc2S(=O)(=O)Nc2ccc(OC(F)(F)F)cc2)CC1C (centres undefined)	-11%	?
COc1ccc(CCC(=O)NCc2ccc3c(c2)CCN3C(=O)c2ccc(Cl)cc2)cc1	-13%	-55%
CC(C)c1nn2c(=O)cc(COC(=O)c3cccs3)nc2s1	-8%	-4%
COc1ccc(-c2nc3sc(CCNC(=O)c4ccc(C(C)(C)C)cc4)c(C)n3n2)cc1	-13%	-23%
COc1ccc2c(CNCCc3ccco3)c(C(=O)O)n(Cc3ccc(C)cc3)c2c1	5%	?
O=C(Nc1ccccc1Cl)c1sc2cccc(Cl)c2c1Cl	7%	9%
CCc1ccc(C2NC(=O)c3[nH]nc(-c4cccc(OC)c4)c32)cc1 (centres undefined)	-5%	-3%
CCOc1ccc(NC(=O)c2ncoc2-c2ccco2)cc1	-29%	-28%

Among those listed so far, these contain an NH in an aromatic ring:
SMILES	Abeta yeast res	FUS yeast rescue
CC(CCc1ccccc1)NC(=O)CSc1n[nH]c(-c2ccccc2)n1 (centres undefined)	0%	3%
CCc1ccc(C2NC(=O)c3[nH]nc(-c4cccc(OC)c4)c32)cc1 (centres undefined)	-5%	-3%

(cont.)
SMILES	Abeta yeast res	FUS yeast rescue
CCOc1ccc(C(=O)OCc2cc(=O)n3nc(C(C)C)sc3n2)cc1	-17%	-1%
COC(=O)c1ccc(Cn2c(SCc3ccccc3)nc3ccncc32)cc1	3%	-10%
Cc1ccc(NC(=O)CCNS(=O)(=O)c2ccc3c(c2)CCN3C(=O)C2CC2)c(Cl)c1	-8%	16%
Cc1cc2oc(C(=O)Nc3sc4c(c3C(=O)NCC3CCCO3)CCC4)cc(=O)c2cc1C (centres undefined)	5%	-4%
CCc1cccc(C)c1NC(=O)Cn1c(=O)cc(C)c2c(C)nn(-c3cccc(F)c3)c21	-9%	-23%
Cc1cc(C)cc(NC(=O)c2cc(S(=O)(=O)N3CCCCC3)c[nH]2)c1	4%	-20%
CCOc1ccc(NC(c2ccc(Cl)cc2)c2nnc(-c3cccc(F)c3)o2)cc1 (centres undefined)	9%	-16%
CCc1ccccc1NC(=O)CSc1nc(-c2cccc(Cl)c2)nc2c1Cc1c(CO)cnc(C)c1O2	-3%	-3%
Cc1ccc(NS(=O)(=O)c2cc(-c3cnc(C4CC4)o3)ccc2C)cc1Cl	-11%	-8%
COc1ccc(CCNC(=O)c2cc(S(=O)(=O)N3CCCC(C)C3)cn2C)cc1OC (centres undefined)	-5%	?
COc1ccc(NC(=O)C2=C(C)Nc3c(C(=O)Nc4ccc(C)cc4)cnn3C2c2cc(OC)ccc2OC)cc1 (centres undefined)	-6%	19%
CC(C)c1ccc(NC(=O)CCNS(=O)(=O)c2ccc3c(c2)CCCC(=O)N3)cc1	-22%	7%
COc1cc(OC)cc(-c2nc3nc(C)c(CCC(=O)Nc4ccccc4)c(C)n3n2)c1	-5%	-14%
COc1ccc(CCNC(=O)c2ccc3c(c2)N=C(C)c2ccccc2S3)cc1OC	-1%	38%
O=C(Cn1c(=O)nc(-c2ccccc2F)c2cc(Cl)ccc21)NCCCc1ccccc1	-6%	34%
Cc1ccc(Cn2ccnc2SCC(=O)Nc2ccc3c(c2)OCCO3)cc1	26%	1%
Cc1cccc(NC(=O)C(=O)NCC(c2cccnc2)N2CCc3ccccc3C2)c1C (centres undefined)	4%	-25%
Cc1ccccc1NC(=O)Cn1c(=O)n(CCCCC(=O)NCc2ccccc2Cl)c(=O)c2ccccc21	-10%	-24%
Cc1ccc(S(=O)(=O)N2CCc3cc(C(=O)Nc4c(C)cccc4C(C)C)ccc32)cc1	-3%	16%
CC(C)NC(=O)Cn1c(=O)nc(-c2ccccc2F)c2cc(Cl)ccc21	-13%	-10%
CCc1c(C)sc2c1CCN(C(=O)Nc1ccc(F)c(Cl)c1)C2c1ccc(F)cc1 (centres undefined)	-8%	-9%
CCS(=O)(=O)c1ccc(O)c(Nc2cc(C)nc(SC)n2)c1	-1%	15%
CCCCN(CC)CCCNC(=O)c1cc2c(=O)[nH]c3ccccc3c2n1C	-2%	33%
Cc1cccc(-c2noc(-c3ccc(NCc4ccccc4)c([N+](=O)[O-])c3)n2)c1	-18%	-6%
Fc1ccc(-c2nn(-c3ccc(Cl)cc3)c3c2cnc2ccc(F)cc23)cc1	6%	-22%
CC(C)(C)c1ccc2c(c1)N(CC(=O)NCCCN1CCN(c3ccccc3F)CC1)C(=O)CO2	-30%	6%
CCOc1ccc(CNC(=O)c2[nH]c3ccccc3c2Sc2ccc(C)cc2)cc1	-7%	5%
Cc1ccc(C)c(NC(=O)C2CCN(c3cc(C)nc4c(-c5ccc(Cl)cc5)c(C)nn34)CC2)c1	-7%	-3%
Cc1nc2sc(C)c(C)n2c(=O)c1S(=O)(=O)N1CCN(c2ccccc2F)CC1	3%	-5%
CCOC(=O)c1c(-c2ccccc2)oc2ccc(NS(=O)(=O)c3ccccc3)cc12	-5%	?
COc1ccccc1NC(=O)CCn1nc(-c2ccccc2)c2ccccc2c1=O	7%	12%
CCOCCCNC(=O)Nc1cc(C(=O)NCc2ccc(C(C)C)cc2)ccc1N1CCCC1	0%	?
CCOC(=O)c1cccc(NC(=O)c2cnn(-c3ccccc3)c2-n2cccc2)c1	-9%	5%
CCCCOc1ccccc1NC(=O)Cn1c(-c2cncs2)nc2ccccc21	-1%	1%
Cc1nn2c(=O)cc(COC(=O)c3ccccc3NC(=O)C(C)Oc3ccccc3)nc2s1 (centres undefined)	7%	-3%
CCC1CCc2nc3sc(C(=O)Nc4cccc(C(F)(F)F)c4)c(N)c3cc2C1 (centres undefined)	-18%	-13%
O=C(/C=C/c1ccccc1)Nc1nc2n(n1)C(c1ccc(F)cc1)C=C(c1ccccc1)N2 (centres undefined)	-13%	?
CCOc1ccc(OCC)c(Nc2cc(C)nc3nc(-c4ccco4)nn23)c1	-14%	-15%
CCN1CCN(C(=O)c2ccc3c(c2)N(Cc2ccc(Cl)cc2)C(=O)c2ccccc2S3=O)CC1 (centres undefined)	-8%	13%
CC(=O)c1ccc(NC(=O)CSc2nccn2Cc2ccco2)cc1	-4%	-8%
CCOc1ccc2c(c1)c(=O)c(S(=O)(=O)c1ccc(CC)cc1)cn2CC	9%	19%
Cc1cc(C(F)(F)F)nn1-c1nc(-c2ccccc2)cc(C(F)(F)F)n1	3%	-7%
Cc1cccc(C)c1NC(=O)C(=O)NCC(c1cccnc1)N1CCc2ccccc21 (centres undefined)	7%	-13%
COc1ccc(OC)c(CCNC(=O)CCc2cn(Cc3cc(C)ccc3C)c3ccccc23)c1	7%	17%
Cc1ccccc1C(=O)Nc1sc2c(c1C(=O)O)CCC(C(C)(C)C)C2 (centres undefined)	4%	3%
O=C(NC1CC(=O)N(c2ccccc2)C1)C1CCCC1 (centres undefined)	0%	12%
CCCCNS(=O)(=O)c1ccc(N2CCCCS2(=O)=O)cc1	14%	-24%
CCCn1c2ccccc2c2cnn(CC(=O)NCCCN(Cc3ccccc3)C(C)C)c(=O)c21	-10%	2%
Cc1nn(C(C)C(=O)NCc2ccc(OC(C)C)cc2)c(=O)c2c1sc1ccccc12 (centres undefined)	-10%	17%
Cn1c(C(=O)NCc2cccc(Cl)c2)cc2oc3ccccc3c21	-18%	0%

Later entries:
SMILES	Abeta yeast res	FUS yeast rescue
Cc1ccc(C)c(C(=O)c2c(N)c(-c3nc(-c4ccc5c(c4)OCO5)cs3)c3ccccn23)c1	-7%	1%
O=C(CCNS(=O)(=O)c1ccc2c(c1)CCCC(=O)N2)Nc1cccc(Cl)c1	-9%	-15%
Cc1ccc(S(=O)(=O)c2nc(-c3ccco3)oc2SCC(=O)c2ccc(Cl)cc2)cc1	-9%	21%
CC(=O)Nc1ccc(NC(=O)c2cc3sccc3n2Cc2ccc(F)cc2)cc1	13%	40%
COC(=O)Cn1c(=O)c2cccn2c2cccnc21	-50%[inhibitor]	-14%
CC(C)c1ccc(Nc2c(-c3ccsc3)nc3ccc(Cl)cn23)cc1	-17%	-20%
COc1cc2nc(SCC(=O)Nc3cccc(C)c3)n3nc(CCn4c(C)nc5ccccc54)nc3c2cc1OC	-6%	25%
CCc1ccc(NC(=O)C2CCC(CNS(=O)(=O)c3ccc4c(c3)CC(C)N4C(C)=O)CC2)cc1 (centres undefined)	-11%	-7%
COC(=O)c1cc(NC(=O)c2ccc3c(c2)N(Cc2cccc(Cl)c2)C(=O)c2ccccc2S3=O)cc(C(=O)OC)c1 (centres undefined)	-5%	22%
Cc1ccc(-c2nn3c(-c4ccc(C)cc4)nnc3c3ccccc23)cc1	-11%	-19%
Cc1ccc(OC(=O)CSc2nnc(CNC(=O)c3ccccc3)o2)cc1	14%	-22%
COc1ccc(C2=C(C)C(=O)N(Cc3ccc(C(=O)NCc4ccc(C)cc4)cc3)S2(=O)=O)cc1	-4%	-17%
O=[N+]([O-])c1cc(-c2nc(-c3ccccc3)no2)ccc1NCc1cccnc1	-5%	-1%
O=C(CSc1nc(=O)[nH]c2c1CCCC2)Nc1ccc(Cl)c(Cl)c1	-17%	-9%
CC(C)(C)C(=O)Nc1ccc(-c2nc3ccc(NC(=O)C(C)(C)C)cc3[nH]2)cc1	5%	-13%
Cc1ccc(C(=O)N2c3ncnn3C3(CCCCC3)[C@@H]3CCCC[C@@H]32)cc1	4%	13%
Cc1ccc(OCCCSc2nc(-c3ccc(C(C)(C)C)cc3)nc3cc(=O)[nH]n23)cc1C	3%	-16%
COc1cccc(C2C(C(=O)Nc3ccc(Cl)cc3)=C(C)Nc3c(C(=O)Nc4ccccc4)cnn32)c1OC (centres undefined)	?	?
Cc1ccc(C(=O)Nc2ccc3oc(-c4ccc(C(C)(C)C)cc4)nc3c2)cc1	-19%	-19%
CCOc1ccc(/C=C/c2nc(C#N)c(N3CCN(c4ccc(OC)cc4)CC3)o2)cc1	-4%	-20%
COc1cccc(NC(=O)CCc2nc3c(C)nn(-c4ccc(C)cc4)c3n(C)c2=O)c1	-23%	-7%

A portion of the library; rates above refer to the full screens.
